MT stabilize HCS: microtubule stabilizers in HeLa cells, primary screen, imaging, high-content imaging | 0.83% of 200,000 active | HeLa tubulin immunostaining HCS, 24 h; share of cells brighter than vehicle mean+2SD | % tubulin-high responders, % at 10 µM;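 active = plate Z-score above 3 for both tubulin-high and condensed-nucleus cell shares, with cell loss under 80%, at 10 µM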;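 note: anti alpha tubulin signal scored within the nucleus-defined area of each cell; some results filed as inactive read as strong as hits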
Dynein transport: inhibitors of GR-EGFP nuclear translocation, primary screen, dynein cargo transport inhibitor project, imaging, high-content, 3617.4 mouse cells | test concentration mostly 20 µM; stimulated with dexamethasone, 1 µM; active compounds read low | z-score, hits read low | 0.47% of 220,000 active;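 active = plate z-score of nuclear minus cytoplasmic receptor signal below a set negative limit, without overly bright fluorescence or cell loss, cut at about -3.5 in these data, passing the limit was not always enough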;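 note: z-score of nuclear minus cytoplasmic ring GR-EGFP intensity difference per well; some compounds called inactive have numbers as strong as hits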
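Buffer or medium: tet-free, stripped-serum medium; reagent: dexamethasone at 1.0 µM final, 30 min; incubation: 48 h induction, 1 h compound, 30 min dex at 37 °C; measured by: formaldehyde fixation, Hoechst nuclear stain, 10x automated fluorescence imaging; read-out: nuclear-to-cytoplasmic GR-EGFP distribution per well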
Lipid droplet: inhibitors of hepatocyte lipid droplet formation, primary screen, imaging, high-throughput imaging, BODIPY stain; AML12 mouse hepatocytes, oleate lipid droplets; inhibition, % at 6.5 µM; 0.4% of 240,000 active; AID 1656, 2009;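 active = lipid droplet intensity inhibited by at least 50%, with more than 500 cells counted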
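Material – AML12 mouse liver cells · Also added – oleate loading, 100 µM · Compound dosing – 6.5 µM single-point dosing · Times – overnight treatment with compound plus oleate · Measured by – fluorescence imaging, 20x objective, two fields per well · Read-out – percent inhibition of filter-corrected integrated lipid droplet intensity per well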
b-catenin transl: modulators of beta-catenin nuclear translocation, primary screen, imaging, HeLa cells, immunofluorescence, high-content; nuclear translocation activity, % at 5 µM; 0.3% of 190,000 active; AID 1665, 2009;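 active = nuclear translocation activity above 50% at 5 µM, with a well cell count of 50 or more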;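 note: per-cell ratio of nuclear to cytoplasmic median beta-catenin stain intensity; plate controls were DMSO negative control for no effect and GSK-3 inhibitor IX positive control for full effect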
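Technique: fluorescence imaging of beta-catenin antibody stain plus DAPI / Material: human HeLa cell line / Incubation: compound treatment 24 h, 37°C, 5% CO2 / Read-out basis: % activation of per-cell nuclear versus cytoplasmic median beta-catenin signal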
human PMI inhibition: inhibitors of human PMI, primary screen, biochemical, fluorescence intensity, coupled assay (AID 1209). purified PMI enzyme, coupled fluorescence intensity; higher % means a stronger effect. one-dose inhibition, % at 20 µM; IC50 in µM for titrated hits. 0.42% of 190,000 active; in the data active = inhibition above about 50%;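 note: plate controls were DMSO vehicle for no effect and wells lacking substrate for full effect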
Insulin prom up: insulin promoter activators in MIN6 cells, imaging, high-content screening, mouse beta cells | MIN6 insulin promoter-GFP reporter; active compounds read high | z-score at 5 µM | 0.3% of 190,000 active;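 active = z-score above 3 at 5 µM with at least 500 cells counted in the well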
T cell HTS: modulators of CD8 T cell-vesicle binding, primary screen, mouse 2C CD8+ T cells, flow cytometry | calls only at 7 µM | AID 2052, 2009 | 2C CD8+ T cell-vesicle binding; active compounds read low | 0.068% of 330,000 active;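 active = response, share of CD8 T cells binding vesicles, and their 90th percentile fluorescence all below set limits, cut at about 80% in these data, passing the limit was not always enough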
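Assay system – 2C mouse CD8+ T cells · Also added – QL9-loaded Drosophila micro-vesicles · Timing – Cell–vesicle co-incubation 1.5 h at 37 °C, staining 20 min on ice · Signal – flow cytometry of vesicle-bound cells · Measure – percent CD8+ FL2 mean versus row control · Controls – Peptide-free naked vesicles (low) and QL9 vesicles with 0.7% DMSO vehicle (high)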
Myeloid diff 2: induction of myeloid progenitor differentiation, primary screen, cell-based, flow cytometry, MLPCN library; calls only at 10 µM; 1% of 360,000 active; ER-HoxA9 myeloid progenitors, lysozyme-GFP differentiation;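 active = normalized GFP-positive differentiation at or above the plate's own cutoff, the solvent-only control mean plus 3 SD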;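 note: cells exposed to compound for four days before flow analysis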
TNAP activation fold: human TNAP enzyme activators, primary screen, biochemical, luminescent, no phosphate acceptor, uHTS (AID 1001) | Alkaline phosphatase, tissue-nonspecific isozyme (Homo sapiens) | purified TNAP, luminescent activation assay, no phosphate acceptor; higher activation fold means a stronger effect | activation fold at 20 µM, or EC50 in µM where a hit was titrated | 0.03% of 200,000 active; in the data active = activation fold from about 3, or a potency from the dose series; inactive = the rest, 99 in 100 with activation fold below about 1.6; note: many of its hits are not listed in these tables
Dynein transport cytoplasmic EGFP: second read-out of Dynein transport, no call of its own (marks repeat the call); z-score; measured here: cytoplasmic GR-EGFP intensity; active compounds read high
Dynein transport nuclear GR-EGFP: recorded beside Dynein transport, whose call it bears; z-score; measured here: nuclear GR-EGFP intensity;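 lower value marks the stronger effect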
Dynein transport cell count: also measured in Dynein transport; calls as there; z-score; measured here: cell count per field
Insulin prom up cell count: also measured in Insulin prom up; calls as there; cell count; measured here: cytotoxicity, nuclei count;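 total cells summed across four imaged fields per well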
Lipid droplet cells 6.5 µM: recorded beside Lipid droplet, whose call it bears; cell count; measured here: cell count, cytotoxicity flag;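 cells counted across two imaged fields per well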
b-catenin transl cell count 5 µM: further read-out of b-catenin transl, marked with its call; cell count; measured here: cell count, cytotoxicity flag
T cell HTS vesicle-bound %: second read-out of T cell HTS, no call of its own (marks repeat the call); double positive events, %; measured here: CD8+ vesicle-bound cell fraction;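 binding gate set so that unloaded-vesicle control wells show 10% double positive cells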
MT stabilize HCS Hoechst-high %: further read-out of MT stabilize HCS, marked with its call; % Hoechst-high responders; measured here: nuclear condensation Hoechst responders;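 share of cells brighter than vehicle mean plus two SD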
MT stabilize HCS cytotoxicity %: also measured in MT stabilize HCS; calls as there; toxicity, %; measured here: cytotoxicity by cell density;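 0% = mean cell density of plate MIN control wells and 100% = no cells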
Myeloid diff 2 GFP+ MAC1+ %: recorded beside Myeloid diff 2, whose call it bears; GFP+ MAC1+ double positive, %; measured here: differentiation confirmed by MAC1 staining
Starred values were filed as active, the others as inactive; i = inactive; · = not tested or not shown; + = active, no number.

Molecule	MT stabilize HCS cytotoxicity %	Myeloid diff 2 GFP+ MAC1+ %	Myeloid diff 2	Lipid droplet	MT stabilize HCS	Dynein transport nuclear GR-EGFP	Dynein transport cell count	T cell HTS vesicle-bound %	b-catenin transl cell count 5 µM	T cell HTS	b-catenin transl	human PMI inhibition	TNAP activation fold	Insulin prom up cell count	Insulin prom up	Dynein transport	MT stabilize HCS Hoechst-high %	Dynein transport cytoplasmic EGFP	Lipid droplet cells 6.5 µM
CN(C)CCCN(Cc1cc2cc3c(cc2[nH]c1=O)OCCO3)C(=O)NC1CCCCC1	·	0.4	i	0	·	0.37	-0.033	30	1285	i	-1.4	·	·	944	-1	-0.19	·	-0.21	706
COc1ccc(CC(=O)N/N=C/c2cccn2-c2ccc([N+](=O)[O-])cc2)cc1OC	1.3	1.2	i	-12	4.2	-0.6	0.33	29	1056	i	-0.5	-7%	0.9	1346	-0.7	-0.78	2.2	-0.25	693
CCOC(=O)N1CCC(N2Cc3cccc(C(=O)Nc4cccc(F)c4)c3C2=O)CC1	6.2	0.2	i	-8	2.9	-0.4	0.64	48	543	i	-2.0	-24%	1	·	·	-0.99	1.6	-0.083	738
COC(=O)CCC(=O)Nc1cc(S(=O)(=O)Nc2ccc(Cl)cc2)ccc1N1CCOCC1	6.6	0.4	i	-2	4.0	0.62	-1.3	36	1053	i	0.8	22%	1	1494	0.9	0.51	1.7	-0.19	573
COc1ccc(N2CCN(C(=O)CCNC(=O)c3ccccc3)CC2)cc1	4.3	0.0	i	10	1.5	0.96	-0.96	54	1106	i	-3.1	-1%	1.1	1559	0.55	0.8	1.4	-0.17	594
CCc1ccc(-n2cccc2/C=C2/C(=N)N3C(=NC2=O)SN=C3S(C)(=O)=O)cc1	6.5	0.0	i	-2	3.3	-0.33	1	42	1033	i	-0.5	-8%	1	1128	1.1	-0.59	2.8	-0.19	725
Cc1ccc(NC(=O)N2C(=O)C3(OCCO3)c3ccccc32)cc1	3.5	0.9	i	·	3.3	-0.27	-0.0023	47	1032	i	-2.9	0%	1.1	1340	-0.62	-0.6	2.7	0.29	·
CCOC(=O)N1CCN(C(=O)C2CCCN(S(=O)(=O)c3ccc(C)cc3)C2)CC1 (stereo not drawn)	6.9	6.7	i	-6	1.4	0.16	0.059	19	·	i	·	4%	1	772	1.3	-0.4	1.2	0.17	814
CC(C)(C)C1CCC(C(=O)OCC(=O)Nc2ccc3[nH]c(=O)[nH]c3c2)CC1 (stereo not drawn)	1.4	0.2	i	11	2.2	0.26	0.19	56	1531	i	0.8	3%	1.1	1486	-0.16	0.0067	1.3	-0.25	712
COc1ccccc1NC(=O)Nc1ccc(Cl)c(S(=O)(=O)Nc2ccccc2OC)c1	14	0.4	i	-22	1.6	0.16	1.7	1	1062	i	-1.0	24%	1.3	1562	1.1	-0.24	2.2	-0.27	664
CC1=NN(c2ccccc2)C(=O)C1(C)[N+](=O)[O-] (stereo not drawn)	3.7	2.1	i	2	5.5	-0.58	0.85	53	·	i	·	-2%	1.1	1436	-0.9	-0.63	1.7	-0.31	661
Cn1nc(CC(=O)NCc2ccc(C(F)(F)F)cc2)c2ccccc2c1=O	7.2	1.1	i	-8	2.4	0.15	0.42	13	1148	i	4.5	12%	1	1151	-1.4	0.025	1.5	0.25	735
Cc1ccccc1NC(=O)COc1ccc2oc(=O)cc(C)c2c1	9.8	1.0	i	-1	3.4	0.12	0.41	63	949	i	-2.7	9%	1	1614	1	-0.65	1.9	-0.19	687
Cc1ccc(C(=O)Nc2ccccc2C(=O)NC(Cc2ccccc2)C(=O)O)cc1 (stereo not drawn)	3.0	0.3	i	15	1.8	-0.093	0.4	54	1396	i	0.5	-13%	1.1	1541	-0.51	0.028	2.8	-0.32	580
Cn1c(Cn2nnc3ccccc32)nnc1SCC(=O)Nc1nccs1	1.7	0.8	i	-14	5.1	-0.12	0.047	42	929	i	0.0	11%	1.1	·	·	-0.02	2.7	-0.22	489
Cc1ccc2nc(C)c3c(c2c1)OC(C(C)(Cl)Br)C3 (stereo not drawn)	·	0.7	i	16	·	-0.29	-0.12	43	1367	i	-0.6	·	·	1063	-0.25	-0.25	·	-0.71	679
CCC(NC(C)C)C(O)c1ccc(O)c(O)c1 (stereo not drawn)	0.1	1.4	i	33	3.4	0.54	0.38	64	·	i	·	58%*	0.6	·	·	0.15	2.8	-0.15	683
COc1cc(S(=O)(=O)N2CCCCC2)ccc1NC(=O)Cc1ccccc1	4.1	7.0	i	-15	1.8	0.067	0.65	52	1211	i	-0.9	-3%	1.1	939	0.09	-0.069	1.1	-0.33	772
CC(C(=O)N1CCCc2c1c(=O)oc1ccc(O)cc21)N1CCc2ccccc2C1 (stereo not drawn)	1.7	1.5	i	·	6.0	-0.15	1.4	42	1144	i	-0.8	-2%	1.1	1146	-0.55	-0.25	2.8	-0.24	·
CSc1ncc(-c2ccccc2)cn1	5.1	0.2	i	3	1.3	0.26	0.23	66	1016	i	2.2	4%	1.1	1340	-0.97	-0.5	2.4	0.13	648

Reprinted from the part before: two compounds, then new ones.
Molecule	MT stabilize HCS cytotoxicity %	Myeloid diff 2 GFP+ MAC1+ %	Myeloid diff 2	Lipid droplet	MT stabilize HCS	Dynein transport nuclear GR-EGFP	Dynein transport cell count	T cell HTS vesicle-bound %	b-catenin transl cell count 5 µM	T cell HTS	b-catenin transl	human PMI inhibition	TNAP activation fold	Insulin prom up cell count	Insulin prom up	Dynein transport	MT stabilize HCS Hoechst-high %	Dynein transport cytoplasmic EGFP	Lipid droplet cells 6.5 µM
CC(C(=O)N1CCCc2c1c(=O)oc1ccc(O)cc21)N1CCc2ccccc2C1 (stereo not drawn)	1.7	1.5	i	·	6.0	-0.15	1.4	42	1144	i	-0.8	-2%	1.1	1146	-0.55	-0.25	2.8	-0.24	·
CSc1ncc(-c2ccccc2)cn1	5.1	0.2	i	3	1.3	0.26	0.23	66	1016	i	2.2	4%	1.1	1340	-0.97	-0.5	2.4	0.13	648
O=C1CCOc2cc(OCc3ccccc3)ccc21	4.5	0.5	i	15	3.4	0.027	0.7	15	467	i	-2.2	9%	1.1	·	·	-0.48	1.9	-0.25	785
Cc1cc(OCCNCCO)cc(C)c1Cl	5.2	0.8	i	·	1.4	-0.18	0.51	7	·	i	·	-10%	1	·	·	-0.58	1.1	-0.18	·
CCC(C)c1ccc(NC(=O)c2cccnc2)cc1 (stereo not drawn)	4.1	5.4	i	10	1.7	0.17	-1	17	1175	i	-0.9	6%	1	1581	0.16	-0.61	1.2	-0.17	661
COc1cccc(N2C(=O)N(c3ccccc3Cl)C3CS(=O)(=O)CC32)c1 (stereo not drawn)	5.6	1.9	i	-1	1.9	-0.17	0.075	43	1058	i	-1.2	-3%	1.1	1887	0.02	-0.09	1.5	-0.28	721
O=C(COc1ccccc1-c1ccccc1)N/N=C/c1cccnc1	30*	0.3	i	23	14*	-0.55	1	37	474	i	46	9%	1	1254	0.65	-1.1	41*	-0.3	752
Cc1ccc(S(=O)(=O)Nc2ccccc2C=Nc2cccc(C)c2C)cc1	7.1	0.5	i	5	5.9	1.4	-1.2	13*	1073	+	-1.7	8%	1.1	1507	0.21	2.6	2.4	-0.024	634
Cc1[nH]c2ccccc2c(=O)c1CN1CCCCC1	11	0.6	i	0	2.9	-0.55	-0.48	34	1130	i	-1.1	1%	1.2	1274	0.28	0.082	2.7	0.19	726
O=C1C2CCCN2C(c2ccccc2)N1c1ccc(F)cc1 (stereo not drawn)	7.4	2.2	i	·	2.6	-0.35	-0.09	62	1128	i	-1.1	4%	0.9	963	-1.1	-0.62	2.5	-0.14	·
O=C(c1ccc(Cn2c(=O)[nH]c3ccccc3c2=O)cc1)N1CCN(c2ccccn2)CC1	6.4	1.6	i	-67	1.9	0.18	0.069	45	1113	i	-2.1	3%	1.1	·	·	-0.16	1.0	0.00037	718
COc1ccc(NC(=O)Cc2c[nH]c3ccccc23)cc1S(=O)(=O)N1CCOCC1	4.5	0.6	i	9	3.9	0.29	-0.29	52	1097	i	-1.6	0%	1.2	1310	0.62	-0.4	3.1	-0.31	694
CS(=O)(=O)N(CC(=O)N1CCN(Cc2ccccc2)CC1)c1ccc2c(c1)OCCO2	5.6	0.8	i	2	0.9	2.2	-2	31	1185	i	-2.1	8%	1.1	972	-0.74	2.3	0.9	0.47	819

Screening data: PubChem, several laboratories
